Screening results deposited in PubChem by National Center for Advancing Translational Sciences (NCATS).
BLM inh: inhibitors of human Bloom syndrome helicase BLM; Potency, µM (doses to about 56.1 µM), inactives show at the highest dose activity change, negative = inhibition, hits mostly inhibitors; recombinant BLM DNA unwinding, fluorescence dequenching; P54132; 0.2% of 350,000 active;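 further: potency means the concentration at half of the fitted maximal effect; plate controls were vehicle for no effect and no enzyme for full effect; nearly all actives have a fitted effect of over 35% in size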
Pol kappa inh: inhibitors of human DNA polymerase kappa; Q9UBT6; purified Pol kappa, fluorescent DNA synthesis assay, 10 min; Potency, µM (titrated, usually from 107 µM), for inactives: top-dose activity, negative = inhibition, most hits filed as inhibitors; 0.53% of 400,000 active; further: potency means the concentration at half of the fitted maximal effect; on the % scale 0 is the no-effect control and ±100 the full control effect
Target sequence (Q9UBT6 whole entry, looked up): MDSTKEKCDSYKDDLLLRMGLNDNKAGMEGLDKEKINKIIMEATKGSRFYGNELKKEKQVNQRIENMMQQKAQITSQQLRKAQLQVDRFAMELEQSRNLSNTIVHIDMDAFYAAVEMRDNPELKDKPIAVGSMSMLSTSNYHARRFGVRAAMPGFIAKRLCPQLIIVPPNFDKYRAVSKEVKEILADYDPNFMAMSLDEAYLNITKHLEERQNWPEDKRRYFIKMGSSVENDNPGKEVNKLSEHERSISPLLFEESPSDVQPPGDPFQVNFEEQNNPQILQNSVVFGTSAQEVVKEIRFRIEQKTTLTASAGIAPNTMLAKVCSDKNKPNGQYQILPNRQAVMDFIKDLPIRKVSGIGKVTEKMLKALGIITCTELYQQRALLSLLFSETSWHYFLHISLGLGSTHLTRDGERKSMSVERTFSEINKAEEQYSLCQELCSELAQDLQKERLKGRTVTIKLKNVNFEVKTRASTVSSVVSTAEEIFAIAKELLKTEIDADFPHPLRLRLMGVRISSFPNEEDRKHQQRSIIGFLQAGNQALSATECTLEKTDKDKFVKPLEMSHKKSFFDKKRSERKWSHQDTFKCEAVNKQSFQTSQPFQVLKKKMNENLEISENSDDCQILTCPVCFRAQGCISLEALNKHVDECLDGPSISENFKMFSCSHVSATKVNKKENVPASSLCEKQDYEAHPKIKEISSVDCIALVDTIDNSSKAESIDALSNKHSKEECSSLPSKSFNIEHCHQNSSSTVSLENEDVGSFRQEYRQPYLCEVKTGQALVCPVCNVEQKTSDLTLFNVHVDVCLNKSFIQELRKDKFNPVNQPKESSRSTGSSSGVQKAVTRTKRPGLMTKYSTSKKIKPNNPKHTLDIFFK
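Kinetic fluorescence readout at 0 and 10 min followed reaction start with substrate at 50 nM final. Beforehand, enzyme (10 nM Pol kappa) stood 15 min with compound at room temperature; buffer-only wells were negative controls.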
POLH inh: DNA polymerase eta (human) inhibition; recombinant Pol eta, fluorescent DNA replication assay; Potency, µM (doses to about 114 µM), inactives show at the highest dose activity change, negative = inhibition, hits mostly inhibitors; Q9Y253; AID 588591; 1.2% of 390,000 active; further: potency means the concentration at half of the fitted maximal effect; on the % scale 0 is the no-effect control and ±100 the full control effect
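Pol eta (10 nM) was preincubated with compounds for 15 min at room temperature, after which fluorescent replication substrate (50 nM final) was added to start the reaction. Fluorescence was read kinetically at 0 and 10 min.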
Anesthetic bind: candidate novel general anesthetic via apoferritin binding; 0.074% of 350,000 active; Potency, µM (doses to about 77.5 µM), inactives show at the highest dose activity change, negative = displacement, usual class: inhibitors; P02791; apoferritin/1-aminoanthracene competitive binding, fluorescence; AID 485281; further: potency means the concentration at half of the fitted maximal effect; on the % scale 0 is the no-effect control and ±100 the full control effect; nearly all actives have a fitted effect of over 20% in size
Target sequence (P02791 2-175 limits assumed): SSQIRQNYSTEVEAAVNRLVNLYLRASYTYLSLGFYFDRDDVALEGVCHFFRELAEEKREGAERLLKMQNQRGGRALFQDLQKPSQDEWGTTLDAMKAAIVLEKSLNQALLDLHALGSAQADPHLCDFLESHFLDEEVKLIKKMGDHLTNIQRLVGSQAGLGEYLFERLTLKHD
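Probe: 1-aminoanthracene (50% saturated, PBS). Protein: horse-spleen apoferritin, 10 uM. Incubation: 10 min, room temperature. Detection: 380 nm excitation, 535 nm emission. Analysis: normalized response, four-parameter Hill.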
APEX1 inh: inhibitors of human APE1 endonuclease; P27695; recombinant APE1, TAMRA/BHQ-2 abasic DNA cleavage fluorescence; Potency, µM (series often up to 65.8 µM), for the others: at the top dose activity change, negative = inhibition, most hits filed as inhibitors; 0.35% of 350,000 active;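 further: potency means the concentration at half of the fitted maximal effect; plate controls were vehicle for no effect and reference inhibitor for full effect; nearly all actives have a fitted effect of over 55% in size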
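Endonuclease cleavage of a quenched abasic-site DNA duplex (50 nM) by APE1 (0.75 nM) was tracked by TAMRA dequenching. Compounds were preincubated with enzyme 15 min at room temperature; data normalized to buffer-only and DMSO wells plus NSC13755 control.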
Glioma ERSR ind: ER stress response induction in glioma; 0.02% of 420,000 active; AID 602332; U87-MG GRP78 promoter luciferase reporter, 16 h; Potency, µM, without a hit: at the highest dose activation, actives largely listed as activators; further: potency means the concentration at half of the fitted maximal effect; series mostly up to about 76 µM; % of control where 0% means no effect; nearly all actives have a fitted effect of over 35% in size
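ERSR induction read as luciferase luminescence (Bright-Glo, 10 min at room temperature) in stably transfected human U87-MG glioma cells exposed to compounds for 16 h, using GRP78 as sensor.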
LDHA block: blocks human lactate dehydrogenase A; purified LDHA, NADH/diaphorase-resazurin fluorescence; hits give low values; activity change, % (values are at about 110 or 230 µM); P00338; AID 1347041; 0.15% of 480,000 active; in the data active means activity change below about -30%; inconclusive means mostly about -25% to -30%;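 further: plate controls were DMSO wells for no effect and wells without enzyme for full effect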
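Human LDH5 (2 nM) was incubated with 0.06 mM NADH and 0.2 mM pyruvate for 5 min at room temperature in Tris pH 7.4. Remaining NADH was coupled through diaphorase/resazurin, and resorufin fluorescence was read at 0 and 20 min.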
POLB inh: DNA polymerase beta (human) inhibition. Pol beta primer extension/strand displacement, fluorescence kinetic. Potency, µM (doses to about 114 µM), for the others: top-dose activity change, negative = inhibition, actives largely listed as inhibitors. 1.3% of 340,000 active; further: potency means the concentration at half of the fitted maximal effect; on the % scale 0 is the no-effect control and ±100 the full control effect
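Preincubation: enzyme (10 nM) with compound, 15 min, RT. Reaction: substrate added to 50 nM final. Reads: 0 and 10 min. Analysis: normalized, Hill fit.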
Pol iota inh: blocks human DNA polymerase iota activity | Q9UNA4 | Pol iota fluorescent replication assay, 10 min | Potency, µM (doses to about 115 µM), without a hit: at the top dose activity, negative = inhibition, hits mostly inhibitors | 1% of 390,000 active | AID 588590; further: potency means the concentration at half of the fitted maximal effect
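Fluorescent replication assay read twice, at 0 min and 10 min after adding 50 nM (final) substrate. Enzyme (10 nM) and compounds were first incubated 15 min at room temperature; enzyme-free buffer wells were negative controls.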
* = called active by the depositor; ? = inconclusive; · = not tested or not shown; & = joins results of further samples; [ ] = dose if it differs, or a comment. Unless noted, the call rests on the fitted dose curve; in most records, active means well fitted curve in the direction sought with a large enough effect; inconclusive means small, poorly fitted or top-dose-only effect, or another doubt; inactive means no such curve, though single readings can be large; an effect the other way counts as inactive or inconclusive. Some of the compounds tested (hit frequency here may not be typical).

#1 COc1ccc(OC)c(/C=C/C(=O)Nc2cccc(S(=O)(=O)N3CCCC3)c2)c1
#2 CC(NC(=O)NCc1cccnc1)(C(F)(F)F)C(F)(F)F
#3 CC(=O)NC12CC3CC(C1)CC(C(=O)N1CCN(S(=O)(=O)c4cccc(C(F)(F)F)c4)CC1)(C3)C2
#4 OCC1(Cc2cccc(Cl)c2)CCCN(Cc2cn[nH]c2C2CCCCC2)C1 (configuration not stated)
#5 Fc1ccc(-c2nnc3ccccn23)cc1
#6 Cc1ccc(S(=O)(=O)N2CCC(C(=O)N[C@H](C(=O)NCc3ccco3)C(C)C)CC2)cc1
#7 O=C(NCCCN1CCN(c2ccccc2F)CC1)C1COc2ccccc2C1 (configuration not stated)
#8 CC(C)Cn1nnc2c(=O)oc3ccccc3c21
assay / entry	1	2	3	4	5	6	7	8
BLM inh	-10%	0%	·	-3%	0%	-5%	-1%	1%
Pol kappa inh	-6%	5%	-1%	3%	-7%[60.1 µM]	-10%	-4%[60.1 µM]	-10%
POLH inh	-6%	-13%	-16%	-18%	-23%	-4%	-20%	-13%
Anesthetic bind	90%[activator]	-13%	·	?	3%	-14%	-1%	-5%
APEX1 inh	-9%	3%	13%	4%	-1%	-7%	·	18%
Glioma ERSR ind	-5%	-2%	1%	-1%	-4%	-4%	-2%	4%
LDHA block	-5	-5	2	-5	-2	0	-2	-7
POLB inh	-1%	0%	·	0%	2%	-2%	2%	43%
Pol iota inh	?	1%	5%	-29%	-2%	8%	16%	16%

Molecules listed so far that contain a carbonyl joined to an NH by a bond outside any ring (5):
#1 COc1ccc(OC)c(/C=C/C(=O)Nc2cccc(S(=O)(=O)N3CCCC3)c2)c1
#2 CC(NC(=O)NCc1cccnc1)(C(F)(F)F)C(F)(F)F
#3 CC(=O)NC12CC3CC(C1)CC(C(=O)N1CCN(S(=O)(=O)c4cccc(C(F)(F)F)c4)CC1)(C3)C2
#6 Cc1ccc(S(=O)(=O)N2CCC(C(=O)N[C@H](C(=O)NCc3ccco3)C(C)C)CC2)cc1
#7 O=C(NCCCN1CCN(c2ccccc2F)CC1)C1COc2ccccc2C1 (configuration not stated)
assay / entry	1	2	3	6	7
BLM inh	-10%	0%	·	-5%	-1%
Pol kappa inh	-6%	5%	-1%	-10%	-4%[60.1 µM]
POLH inh	-6%	-13%	-16%	-4%	-20%
Anesthetic bind	90%[activator]	-13%	·	-14%	-1%
APEX1 inh	-9%	3%	13%	-7%	·
Glioma ERSR ind	-5%	-2%	1%	-4%	-2%
LDHA block	-5	-5	2	0	-2
POLB inh	-1%	0%	·	-2%	2%
Pol iota inh	?	1%	5%	8%	16%

Following part
#9 CCOC(=O)Cc1csc(NS(=O)(=O)c2ccc3ccccc3c2)n1
#10 CCNc1nc(N)c(C(=O)C23CC4CC(CC(C4)C2)C3)s1
#11 O=C(CN1C(=O)c2ccccc2C1=O)NCC1COc2ccccc2O1 (configuration not stated)
#12 CCc1cc(=O)oc2cc(OCC(=O)NCCCN3CCCC3=O)c(Cl)cc12
#13 CCn1nnnc1SCC(=O)c1cc(Cl)ccc1OC
#14 CCCCN(C(=O)Cc1coc2cc(C)c(C)cc12)c1c(N)n(Cc2ccccc2)c(=O)[nH]c1=O
#15 O=C(c1cc(C(F)(F)F)cc(C(F)(F)F)c1)N1CCC[C@@]2(CCN(c3ccccc3)C2)C1
#16 CC1(c2ccccc2)NC(=O)N(CC(=O)N2CCN(S(=O)(=O)c3c(F)cccc3F)CC2)C1=O (configuration not stated)
assay / entry	9	10	11	12	13	14	15	16
BLM inh	-4%	-5%	1%	3%	-4%	·	-5%	·
Pol kappa inh	3%	13%	-26%	-3%	0%	-10%	-10%[60.1 µM]	-16%
POLH inh	-9%	-6%	-2%	6%	-6%	-6%	·	6%
Anesthetic bind	-4%	-2%	3%	-13%	?	·	·	·
APEX1 inh	0%	-4%	1%	15%	-4%	27%	-5%	18%
Glioma ERSR ind	-5%	-2%	-3%	-3%	-2%	-4%	-3%	-7%
LDHA block	-2	0	-1	0&6	0	-1	·	5
POLB inh	-27%	16%	0%	30%	22%	·	·	·
Pol iota inh	0%	-13%	-12%	47%[activator]	1%	22%	·	?

#17 Clc1ccc(N2CCN(Cc3cc4ccccn4n3)CC2)cc1
#18 CC(C)Cn1nc(C(=O)Nc2nnc(C3CC3)s2)c2ccccc2c1=O
#19 COc1ccc(-c2cc3nc(C)c(CCC(=O)NCc4ccco4)c(C)n3n2)c(OC)c1
#20 Cc1ccnc(NS(=O)(=O)c2cc(C(F)(F)F)ccc2Cl)c1
#21 O=C(Nc1ncc(Cc2cccc([N+](=O)[O-])c2)s1)c1ccco1
#22 Cc1cc(C)c(NC(=O)COc2ccc(-n3cnnn3)cc2)c(C)c1
#23 CCn1c(/C=C/N(C)c2ccccc2)[n+](CC)c2ccc(Cl)cc21
#24 O=C1CSC(c2ccccn2)N1c1ccccc1F (configuration not stated)
assay / entry	17	18	19	20	21	22	23	24
BLM inh	-5%	·	1%	-5%	-6%	-5%	6%	-1%
Pol kappa inh	-3%&6%[60.1 µM]	-10%	-13%	·	-22%	-3%	7%	-3%
POLH inh	·	4%	-19%	·	6%	-13%	-9%	-4%
Anesthetic bind	-3%	·	-3%	28%	-22%	-10%	-5%	-4%
APEX1 inh	-1%	-1%	14%	3%	-5%	29%	10%	-1%
Glioma ERSR ind	-5%&-4%	-3%	-2%	·	2%	-3%	-5%	-6%
LDHA block	·	-2	-1	·	-8	-3	0	-9
POLB inh	·	·	38%	11%	-10%	-28%	-17%	-23%
Pol iota inh	·	-3%	18%	·	-5%	?	1%	171%[activator]

#25 Cc1csc(=O)n1CC(=O)OCC(=O)NC(C)c1ccc(F)cc1 (configuration not stated)
#26 CCN1C(=O)CSC1=Nc1ccccc1Cl
#27 COC(=O)c1[nH]c2ccccc2c1NC(=O)c1c(F)cccc1F
#28 COC(=O)c1cc(Br)c(=O)n(CC(C)C)c1
#29 Cc1cccc(NC(=O)c2ccc(Cl)c(S(=O)(=O)N3CCCCC3)c2)n1
#30 O=C(COC(=O)/C=C/c1ccccc1)NC1CCCCCC1
#31 COc1ccc(CC(=O)NCC(c2cccs2)S(=O)(=O)c2ccc(F)cc2)cc1 (configuration not stated)
#32 Cc1c(Cl)cccc1NC(=O)CCC(=O)c1cccs1
assay / entry	25	26	27	28	29	30	31	32
BLM inh	·	2%	0%	-1%	·	·	3%	-1%
Pol kappa inh	10%	3%	8%	-10%	-6%	-13%	0%[60.1 µM]	15%
POLH inh	-5%	-14%	5%	-4%	-27%	-3%	-15%	?
Anesthetic bind	·	?	3%	-2%	·	·	?	-11%
APEX1 inh	-16%	17%	?	-3%	9%	1%	·	43%
Glioma ERSR ind	-5%	-4%	-5%	4%	2%	-2%	-3%	-4%
LDHA block	-2	-8	-2&-11	-2	-8	-5	1	1&0
POLB inh	·	28%	-20%	16%	·	·	9%	-18%
Pol iota inh	?	150%[activator]	7%	4%	21%	50%[activator]	-4%	23%

#33 N#Cc1c(NC(=S)NC(=O)c2ccccc2)sc2c1CCC2
#34 O=C(Nc1cc(Cl)ccc1Cl)c1cc([N+](=O)[O-])cc(Br)c1O
#35 O=C(COc1ccc2c3c(c(=O)oc2c1)CCC3)N1CCN(c2ccc(F)cc2)CC1
#36 COc1ccc(OC)c(S(=O)(=O)Nc2cnc3ccccc3c2)c1
#37 O=c1[nH]c(N2CCN(c3ccccc3)CC2)nc2c1CCC2
#38 COc1ccc2cc(C(=O)N3CCN(Cc4ccc5c(c4)OCO5)CC3)[nH]c2c1
#39 O=S(=O)(c1cc(Cl)cc(Cl)c1)N1CCN(c2nc(-c3cccs3)nc3ccccc23)CC1
#40 CCn1cc(C(=O)NCCCN2CCN(C)CC2)c(=O)c2cc(S(=O)(=O)N3CCc4ccccc4C3)ccc21
assay / entry	33	34	35	36	37	38	39	40
BLM inh	-7%	·	-4%	0%	0%	0%	·	2%
Pol kappa inh	-6%	-44%	-2%	4%	-1%	3%	7%	-5%
POLH inh	?	·	-9%	3%	-19%	-5%	·	-4%
Anesthetic bind	-3%	·	3%	-13%	-1%	-6%	·	-13%
APEX1 inh	0%	·	-14%	1%	2%	57%[activator]	·	4%
Glioma ERSR ind	3%	-1%	-2%	-4%	-2%	-1%	-1%	-2%
LDHA block	-5	-54*	-10	-9	0	1	-2	-5
POLB inh	-27%	·	6%	9%	13%	27%	·	19%
Pol iota inh	-17%	?	0%	7%	-15%	3%	28%	-1%

#41 CC1CCN(C(=O)COC(=O)CCC(=O)c2ccc(F)cc2)CC1
#42 CCC(C)(C)n1nnnc1C(c1ccccc1OC)N1CCSCC1 (configuration not stated)
#43 COC(=O)CNC(=O)COC(=O)c1cc(Cl)cc(Cl)c1N
#44 COc1cc(/C=C2\SC(N)=NC2=O)cc(Cl)c1O
#45 O=C(NCC1CCCO1)C(=O)N/N=C/c1cccc(Cl)c1 (configuration not stated)
#46 COc1ccc(NC(=O)CCOc2ccc(C)cc2)cc1S(=O)(=O)N1CCOCC1
#47 CCn1c(N2CCN(Cc3ccc([N+](=O)[O-])cc3)CC2)nc2ccccc21
#48 O=C(NCCN1CCN(c2ccccc2F)CC1)C1c2ccccc2C(=O)N2CCc3ccccc3C12 (configuration not stated)
assay / entry	41	42	43	44	45	46	47	48
BLM inh	·	-8%	0%	-3%	1%	·	0%	-2%
Pol kappa inh	-4%	6%	-10%	-20%	-3%	-16%	-12%	-9%
POLH inh	-7%	-3%	5%	-5%	?	-20%	-4%	10%
Anesthetic bind	·	-6%	77%[activator]	3%	-3%	·	-9%	-1%
APEX1 inh	-8%	4%	-4%	23%	6%	17%	-8%	-2%
Glioma ERSR ind	-1%	-1%	-1%	-4%	-6%	-2%	0%	-4%
LDHA block	-8	-6	0	0	-5	3	-16	-4
POLB inh	·	13%	14%	-31%	28%	·	32%	17%
Pol iota inh	10%	4%	15%	2%	108%[activator]	22%	-14%	11%
